SNCA viab count = counter-screen for SNCA expression inhibitors: cell viability; HEK-293-SNCA-luc viability, GF-AFC fluorescence, 24 h; Potency, µM (highest dose often 57.1 µM), without a hit: at the highest dose activity change, negative = cytotoxicity, most hits filed as cytotoxic; 0.12% of 150,000 active; AID 1671193;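 note: potency is the fitted concentration of half-maximal effect; 0% = DMSO-treated cells and -100% = medium-only wells without cells; nearly all actives have a fitted effect of over 30% in size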
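Cytotoxicity counterscreen: after 24 h compound treatment of genome-edited SNCA-luciferase HEK-293 cells, live-cell protease substrate GF-AFC read by fluorescence after 30 min; activity scaled between DMSO (0%) and medium-only (-100%), curves Hill-fitted.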
GPT2 inh = blocks human glutamate pyruvate transaminase 2. Potency, µM (doses to about 57.7 µM), inactives show at the highest dose activity change, negative = inhibition, most hits filed as inhibitors. Recombinant GPT2, coupled pyruvate oxidase/HRP Amplex Red fluorescence. Q8TD30. 0.25% of 100,000 active; note: potency is the fitted concentration of half-maximal effect; nearly all actives have a fitted effect of over 60% in size; many of its hits are not listed in these tables
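Inhibition is scored from Amplex Red fluorescence generated when pyruvate oxidase and HRP act on pyruvate released by GPT2. Reactions contain 10ng/uL enzyme, 250uM a-KG and 2mM L-alanine and run 30 min at room temperature.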
Luciferase inh = blocks purified firefly luciferase enzyme activity | P08659 | purified P. pyralis luciferase, luminescence, biochemical | Potency, µM (series often up to 115 µM), for inactives: top-dose activity change, negative = inhibition, usual class: inhibitors | 2.5% of 76,000 active; note: potency is the fitted concentration of half-maximal effect; nearly all actives have a fitted effect of over 65% in size
Target sequence (P08659 whole entry, looked up): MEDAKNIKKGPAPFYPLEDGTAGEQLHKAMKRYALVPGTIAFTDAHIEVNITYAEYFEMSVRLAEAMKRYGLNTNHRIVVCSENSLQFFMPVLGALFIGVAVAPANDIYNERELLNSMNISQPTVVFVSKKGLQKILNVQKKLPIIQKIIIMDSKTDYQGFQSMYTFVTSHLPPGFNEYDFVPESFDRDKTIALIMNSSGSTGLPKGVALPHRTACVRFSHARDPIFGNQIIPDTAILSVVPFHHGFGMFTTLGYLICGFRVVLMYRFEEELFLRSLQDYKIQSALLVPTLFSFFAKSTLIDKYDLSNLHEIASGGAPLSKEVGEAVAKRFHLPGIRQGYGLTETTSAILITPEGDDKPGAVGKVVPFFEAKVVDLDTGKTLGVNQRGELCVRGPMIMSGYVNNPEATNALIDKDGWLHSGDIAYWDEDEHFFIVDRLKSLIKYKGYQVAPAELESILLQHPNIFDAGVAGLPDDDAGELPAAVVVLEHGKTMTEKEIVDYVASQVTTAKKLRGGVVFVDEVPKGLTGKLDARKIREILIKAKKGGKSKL
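Luminescence read by CCD imager after adding enzyme (10nM final) to wells holding compound, titrated in qHTS. Substrates 10uM each D-luciferin and ATP; buffer 50mM Tris acetate pH 7.5, 10mM Mg acetate, Tween-20, BSA.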
HEK293 tox = cytotoxic compounds in HEK 293 cells | HEK 293 viability, ATP luminescence (CellTiter-Glo), 48-72 h | Potency, µM (highest dose often 115 µM), without a hit: at the top dose activity change, negative = cytotoxicity, usual class: inhibitors | 6.6% of 94,000 active | AID 1345083; note: potency is the fitted concentration of half-maximal effect; nearly all actives have a fitted effect of over 60% in size
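qHTS cytotoxicity; HEK 293, 250 cells/well; compound pinned; 48 or 72 hr, 37 degree Celsius, 5% CO2, 95% humidity; CellTiter-Glo, 10 min RT; luminescence (ATP).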
SNCA expr inh = SNCA gene expression inhibition. HEK-293 SNCA-luciferase knock-in, luminescence, 24 h. AID 1671194. 0.17% of 140,000 active. Potency, µM (doses to about 57.2 µM), inactives show at the highest dose activity change, negative = inhibition, hits mostly inhibitors;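 note: potency is the fitted concentration of half-maximal effect; plate controls were DMSO cells for no effect and cell-free wells for full effect; nearly all actives have a fitted effect of over 45% in size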
IP6K1 inh = inhibitors of human IP6K1; activity change, % (series mostly up to about 58 µM); IP6K1 kinase, ADP-Glo luminescence, 2 h; hits give low values; Q92551; 0.81% of 140,000 active; in the data active = activity change below about -25%
Target sequence (Q92551 whole entry, looked up): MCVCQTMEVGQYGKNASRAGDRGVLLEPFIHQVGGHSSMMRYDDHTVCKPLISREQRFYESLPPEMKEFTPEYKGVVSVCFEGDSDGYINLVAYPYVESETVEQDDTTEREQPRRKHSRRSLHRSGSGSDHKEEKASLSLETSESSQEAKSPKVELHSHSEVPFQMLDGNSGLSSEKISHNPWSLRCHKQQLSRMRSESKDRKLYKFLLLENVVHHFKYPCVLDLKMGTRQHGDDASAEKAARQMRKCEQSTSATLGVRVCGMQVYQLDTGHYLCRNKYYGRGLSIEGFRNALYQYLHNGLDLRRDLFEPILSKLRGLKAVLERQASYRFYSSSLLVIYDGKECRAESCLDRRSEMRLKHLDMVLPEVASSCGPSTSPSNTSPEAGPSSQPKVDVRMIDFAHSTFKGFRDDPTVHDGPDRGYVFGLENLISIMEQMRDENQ
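ADP-Glo luminescence measures ADP made by human IP6K1 during a 2 h RT reaction with ATP/IP6 (mix at 1.3 mM/130 uM); top library doses 57.5 and 19.1 uM final.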
NIH3T3 tox = kills NIH 3T3 cells | NIH 3T3 viability, CellTiter-Glo ATP luminescence, 48-72 h | Potency, µM (highest dose often 96.7 µM), inactives show at the top dose activity change, negative = cytotoxicity, usual class: inhibitors | 4.3% of 94,000 active | AID 1345082; note: potency is the fitted concentration of half-maximal effect; nearly all actives have a fitted effect of over 55% in size
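Cytotoxicity was measured by CellTiter-Glo ATP luminescence after 48 or 72 h compound exposure at 37 °C. Mouse NIH 3T3 fibroblasts were seeded at 400 cells/well and dosed by 23 nL pin transfer.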
An asterisk follows results filed as active; i = inactive; ? = inconclusive; . = not tested or not shown; & = joins results of further samples; ! = a repeat was not active; [ ] = another dose, or the depositor's remark. Unless noted, calls come from the whole dose curve; as a rule, active = well fitted curve in the direction sought with a large enough effect; inconclusive = small, poorly fitted or top-dose-only effect, or another doubt; inactive = no such curve, though single readings can be large; an effect the other way counts as inactive or inconclusive. Unless noted, % is set by controls: 0 for no effect and ±100 for the full control effect.

Molecule,SNCA viab count,GPT2 inh,Luciferase inh,HEK293 tox,SNCA expr inh,IP6K1 inh,NIH3T3 tox
O=C(N1CCOCC1)N1CCN(c2ccc3nnc(-c4ccccc4)n3n2)CC1,.,.,.,i,.,6,-20%
CCC(=O)N1CCN(C2CCN(CCc3ccccc3)C2=O)CC1 (configuration not stated),8%,-8%,-10%,-10%,4%,12,-12%
COc1ccc(CNC(=O)Cn2ccc3cc(S(=O)(=O)N4CCCC4)ccc32)c(OC)c1,0%,.,.,.,-14%,13,.
CNC(=O)c1cc(C)nc2onc(C3CCCN([S+](=O)([O-])C(C)C)C3)c12 (configuration not stated),.,.,.,3%,.,-12,2%
COC[C@@H]1CN(C(=O)c2ccc(C)cn2)C[C@H]1c1nc(C2CC2)no1,?,0%,-4%,-12%,-5%,-4,-10%
Cc1csc(NC(=O)[C@@H]2C[C@@H](c3cccc(C(F)(F)F)c3)N(Cc3cnn(C)c3)C2)n1,-15%,-1%,-7%,?,-17%,-1,?
CN1C(=O)CC(C(=O)O)C12CCN(Cc1cscn1)CC2 (configuration not stated),22%,0%,-10%,-3%,-1%,3,-12%
Cc1nn(-c2ccccc2)c2c1C(C)N(C1CCN([S+](C)(=O)[O-])C1)C2=O (configuration not stated),.,.,.,?,.,-13,?
O=C1CCN(C(=O)c2ccc3ccccc3n2)CCCC(CO)CCN1 (configuration not stated),-3%,-8%,1%,-4%,-10%,-5,0%
O=C(NC1CCCN(c2ccc3nnc(C4CC4)n3n2)C1)c1ccccc1 (configuration not stated),.,.,.,-12%,.,8,-20%
CN1CCCN(C(=O)c2ccccc2OC(F)(F)F)c2ccccc21,4%,4%,-3%,?,-27%,-1,-30%
Cc1ccc(NC(=O)c2c3c(nc4ccccc24)C(=O)N(C2CCCCC2)C3)cc1F,6%,.,.,.,21%,-4,.
COc1ccccc1N1CCN(C(=O)CCS(=O)(=O)c2cc(Br)cc3c2N(C(=O)C2CC2)CC3)CC1,0%,.,.,.,12%,-14,.
CC1Oc2ccc(NC(=O)c3ccc([N+](=O)[O-])cc3)cc2CN(Cc2ccccc2)C1=O (configuration not stated),-5%,i,-7%,32µM*,-11%,6,?
CCNC(=O)OC1CN(C(=O)c2ccc(C(C)(C)C)cc2)CCC(=O)N(C)c2ccccc21 (configuration not stated),2%[23.9 µM],i,.,?,18%[25.6 µM],-17,-25%[46.1 µM]
O=C([C@H]1CCC[C@H](O)C1)N(CCc1ccc(Cl)cc1)Cc1cccnc1,3%,3%,12%,1%,-13%,0,-12%
O=C(O)C1Cc2nc[nH]c2CN1C(=O)c1cccc(-n2cccn2)c1 (configuration not stated),6%,-14%,2%,-7%,-6%,12,-11%
CN(C)C(=O)NCCNC(=O)c1ccc(-c2cccc(C(F)(F)F)c2)cc1,.,.,.,28µM*,.,9,?
CCn1nnc2cc(C(=O)Nc3ccc(C)cc3Br)ccc21,-1%,.,.,.,81%[activator],0,.
O=C(O)[C@H]1C[C@@H](C(=O)NCc2cccnc2)CN(Cc2ccccn2)C1,-6%,i,9%,-21%,-16%,-3,1%
CCc1nc2c(c(-c3ccc(Cl)cc3)n1)CCN([S+](=O)([O-])c1cccc(C(F)(F)F)c1)CC2,-7%,-4%,-2%,?,-1%,3,?
CSCCNC(=O)C1CN(c2ccc(Cl)cc2)C(=O)N1 (configuration not stated),16%[87.6 µM],-18%[88.5 µM],-13%[172 µM],-7%[172 µM],8%[87.6 µM],15,-25%[138 µM]
CN1CC[C@H]2CN(C(=O)c3ccccc3-n3cccn3)C[C@@]2(C(=O)O)C1,2%,1%,-8%,-2%,7%,20,i
CCOC(=O)c1c(NC(=O)c2cc(OCC)c(OCC)c(OCC)c2)sc2c1CCCCC2,-8%,.,.,.,?,0,.
COc1cccc(NC(=O)Cn2cc(C(=O)c3ccc(F)cc3)c(=O)c3cc(OC)ccc32)c1,-5%,.,.,.,-18%,-3,.
CCc1ccccc1NC(=O)Cn1cccc1-c1nc(-c2ccc(OC)c(F)c2)no1,?,i,-3%,-6%,?,-7,-10%
c1ccc(-c2ccccn2)nc1,1%,i,.,.,-9%,.,.
C/C=C(\C)C(=O)OC[C@H]1O[C@H](O[C@H]2O[C@H](CO)[C@@H](OC(=O)/C(C)=C/C)[C@H](O)[C@H]2O[C@@H]2O[C@H](CO)[C@@H](O)[C@H](O)[C@H]2O)[C@H](O[C@@H]2O[C@H](CO)[C@@H](O)[C@H](O)[C@H]2O)[C@@H](O)[C@@H]1O,-10%[12.5 µM],i,.,.,.,5,.
COc1ccccc1-c1ccc(C(=O)N2CCC(NC(=O)Cc3cccc(Cl)c3)CC2)cc1,-14%&17%[12.5 µM],4%,.,16µM*!,?,10&-12,16µM*
Cc1nc(C)c(C(=O)N2CCCCCCNC(=O)CC2)s1,5%,4%,-5%,i,18%,-9,-6%
O=C(C1CC1)N1CCC(C(=O)N2CCCC(c3nc4ccncc4[nH]3)C2)CC1 (configuration not stated),1%,5%,.,i,-20%,9,-7%
COc1ccc(-c2cccc(C(=O)N3CCN([S+](=O)([O-])c4cccs4)CC3)c2)nn1,.,.,.,?,.,-10,-14%
CCCCN(Cc1cc2cc(C)ccc2[nH]c1=O)C(=O)c1cccc(Cl)c1,-3%,.,.,.,-16%,46,.
COCC1CN(C(=O)C2(c3ccccc3)CC2)CC12CCOCC2 (configuration not stated),-6%,2%,-2%,-2%,-11%,0,-20%
COc1ccc(C2(C(=O)N3CCCC(c4nn(C)c(=O)n4C(C)C)C3)CC2)cc1 (configuration not stated),7%,2%,6%,-2%,12%,0,-6%
OC[C@@H]1CNC[C@H]1C1CCN(Cc2cccc(Cl)c2)CC1,8%[12.5 µM],4%,-14%,-28%,?,-8,?
COc1cc(F)ccc1-c1nc(N2CCOCC2)cc2c1CN(CC(F)(F)F)C2=O,9%[87.6 µM],-12%[88.5 µM],1%[172 µM],-18%[172 µM],-23%[87.6 µM],8,?
CC(C)c1ccc(C2N=C(N)Nc3nc4ccccc4n32)cc1 (configuration not stated),-1%,.,.,.,-18%,17,.
CCOc1ccccc1C1NC(=O)N(CC(=O)Nc2ccc(Cl)cc2F)C2=C1C(=O)OC2 (configuration not stated),-17%,i,8%,-29%,-28%,1,?
COCC1CN(S(=O)(=O)c2cccc(C)c2)CC12CCOCC2 (configuration not stated),-3%,0%,1%,5%,-9%,0,-11%
COCCCNC(=O)CCc1nc(C2CCCN2S(C)(=O)=O)no1 (configuration not stated),2%,i,0%,2%,-7%,34,i
Cc1ccc(C)c(-n2nc(-c3c(C)nc4scc(CC(=O)N5CCCC5)n4c3=O)cc2C)c1,-13%,-3%,3%,?,1%,-3,-23%
Cc1c2cnn(CC(=O)N3CCCCC3)c(=O)c2c(C)n1Cc1ccc(Cl)cc1,-3%,.,.,.,15%,-1,.
COc1ccccc1CNC(=O)CCn1c(=O)c2ccccc2n(CC(=O)Nc2ccc(C)cc2)c1=O,-1%,.,.,.,2%,-5,.
CCOC(=O)c1c(NC(=O)c2cc(-c3ccccc3)on2)sc2c1CCCC2,13%,.,.,.,14%,-14,.
COCc1nc2nc(-c3ccccc3)c(Nc3ccc(F)cc3)cc2n1C,3%[87.6 µM],i,6%[172 µM],?,3%[87.6 µM],9,?
COc1ccc(C(=O)N2CCC(c3noc(-c4cnccn4)n3)C2)cc1OC (configuration not stated),-2%,3%,5%,0%,-23%,3,i
O=C(c1cc(=O)[nH]c(=O)[nH]1)N1CCc2[nH]nc(-c3ccc(F)c(F)c3)c2C1,0%,i,0%,-5%,11%,8,?
CC(C)N1C(=O)C(CC(=O)NCCCN2CCCc3ccccc32)=C2CCCCC21 (configuration not stated),-11%,?,.,?,2%,7,?
Cc1cc(C)n2ncc(C(=O)NCc3cc4n(n3)CCN(C(=O)N(C)C)C4)c2n1,1%,1%,-1%,i,25%,-2,-6%
CC1CCCN(S(=O)(=O)c2ccc3c(c2)CCN3C(=O)CCC(=O)O)C1 (configuration not stated),-5%,.,.,.,26%,-2,.
Cn1ncc2c(C(=O)NCCCl)cc(-c3ccccc3C(F)(F)F)nc21,.,.,.,-5%,.,0,-23%
O=Cc1ccccc1Oc1ccc(F)c(Cl)c1,-6%[87.6 µM],-12%[88.5 µM],.,?,-13%[87.6 µM],10,?
CCc1ccccc1NC(=O)Cn1ccn2nc3c(c2c1=O)CCCC3,3%,i,-12%,?,-36%,-4,?
CCN(C(=O)CSc1nc2ccccc2n1CC(=O)Nc1ccccc1C)c1ccccc1,-8%,.,.,.,-30%,28,.
CCn1c(C)c(C)c2cc(C(=O)NCC(C)c3ccccc3)ccc21 (configuration not stated),3%,.,.,.,34%[activator],26,.
CCc1ccc(NC(=O)N2CCc3c(nc4cc(-c5ccc(OC)cc5)[nH]n4c3=O)C2)cc1,5%,i,?,0%,54%[activator],26,-6%
O=C(NCc1cccs1)c1ccc(OC2CCN(Cc3ccccn3)CC2)cc1,2%,-3%,-5%,?,6%,15,?

Compounds from the list above containing an NH in an aromatic ring, in the order listed:
Molecule,SNCA viab count,GPT2 inh,Luciferase inh,HEK293 tox,SNCA expr inh,IP6K1 inh,NIH3T3 tox
O=C(O)C1Cc2nc[nH]c2CN1C(=O)c1cccc(-n2cccn2)c1 (configuration not stated),6%,-14%,2%,-7%,-6%,12,-11%
O=C(C1CC1)N1CCC(C(=O)N2CCCC(c3nc4ccncc4[nH]3)C2)CC1 (configuration not stated),1%,5%,.,i,-20%,9,-7%
CCCCN(Cc1cc2cc(C)ccc2[nH]c1=O)C(=O)c1cccc(Cl)c1,-3%,.,.,.,-16%,46,.
O=C(c1cc(=O)[nH]c(=O)[nH]1)N1CCc2[nH]nc(-c3ccc(F)c(F)c3)c2C1,0%,i,0%,-5%,11%,8,?
CCc1ccc(NC(=O)N2CCc3c(nc4cc(-c5ccc(OC)cc5)[nH]n4c3=O)C2)cc1,5%,i,?,0%,54%[activator],26,-6%
